KDM5B inh: Primary screen for KDM5B Histone Demethylases FDH-coupled qHTS | KDM5B demethylase, FDH-coupled NADH fluorescence (FDH is formaldehyde dehydrogenase) | 2.6% of 220,000 active | Lysine-specific demethylase 5B (Homo sapiens), Q9UGL1 | Potency, µM (series often up to 57.7 µM), for the others: at the highest dose activity change, negative = inhibition, actives largely listed as inhibitors; active = well fitted inhibition curve with a large enough effect; inconclusive = small, poorly fitted or top-dose-only effect; inactive = no such curve, though single readings can be large or run the other way; note: 0% is about no effect; nearly all actives have a fitted effect of over 70% in size
Target sequence (Q9UGL1 whole entry, looked up): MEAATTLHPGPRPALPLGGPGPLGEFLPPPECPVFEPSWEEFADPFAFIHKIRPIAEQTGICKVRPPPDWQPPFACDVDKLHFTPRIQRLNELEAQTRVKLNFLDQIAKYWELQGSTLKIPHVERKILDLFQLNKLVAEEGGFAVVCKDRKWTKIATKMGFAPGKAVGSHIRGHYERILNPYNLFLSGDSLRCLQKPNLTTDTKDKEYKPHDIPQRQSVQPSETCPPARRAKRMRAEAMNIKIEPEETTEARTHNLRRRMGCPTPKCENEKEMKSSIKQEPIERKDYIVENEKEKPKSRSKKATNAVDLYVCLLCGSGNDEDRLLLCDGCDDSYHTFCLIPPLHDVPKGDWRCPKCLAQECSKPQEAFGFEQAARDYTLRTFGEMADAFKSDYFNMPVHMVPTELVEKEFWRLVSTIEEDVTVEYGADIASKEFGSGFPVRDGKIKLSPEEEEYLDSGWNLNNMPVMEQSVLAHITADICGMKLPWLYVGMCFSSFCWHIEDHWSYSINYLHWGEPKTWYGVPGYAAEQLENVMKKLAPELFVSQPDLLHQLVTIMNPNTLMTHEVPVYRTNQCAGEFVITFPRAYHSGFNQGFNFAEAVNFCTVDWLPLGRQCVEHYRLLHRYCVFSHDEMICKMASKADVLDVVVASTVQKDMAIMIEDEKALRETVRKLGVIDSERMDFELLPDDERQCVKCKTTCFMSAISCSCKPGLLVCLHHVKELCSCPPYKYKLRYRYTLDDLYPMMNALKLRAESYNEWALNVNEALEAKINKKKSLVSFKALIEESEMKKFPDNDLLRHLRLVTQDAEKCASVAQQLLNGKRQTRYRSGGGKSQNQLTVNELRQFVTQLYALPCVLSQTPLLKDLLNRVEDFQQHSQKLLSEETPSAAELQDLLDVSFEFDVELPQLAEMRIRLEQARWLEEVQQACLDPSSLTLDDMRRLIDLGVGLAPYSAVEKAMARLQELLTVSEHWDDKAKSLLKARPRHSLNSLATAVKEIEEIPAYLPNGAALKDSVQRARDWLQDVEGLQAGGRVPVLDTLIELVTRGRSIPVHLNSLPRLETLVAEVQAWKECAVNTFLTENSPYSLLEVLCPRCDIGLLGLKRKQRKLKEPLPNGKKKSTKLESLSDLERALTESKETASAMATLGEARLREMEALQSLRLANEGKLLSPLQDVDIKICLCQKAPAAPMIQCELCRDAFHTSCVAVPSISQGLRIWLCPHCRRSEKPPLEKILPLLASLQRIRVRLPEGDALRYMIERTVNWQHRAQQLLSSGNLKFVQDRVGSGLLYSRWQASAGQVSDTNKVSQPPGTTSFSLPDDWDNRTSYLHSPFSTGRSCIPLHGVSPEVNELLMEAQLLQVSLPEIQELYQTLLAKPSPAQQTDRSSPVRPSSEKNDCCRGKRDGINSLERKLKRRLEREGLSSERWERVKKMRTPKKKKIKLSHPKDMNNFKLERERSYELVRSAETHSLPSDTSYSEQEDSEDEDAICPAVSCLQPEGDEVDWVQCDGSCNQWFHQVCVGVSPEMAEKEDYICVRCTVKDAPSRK
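Here, H3K4me3 peptide (12.5 µM in substrate mix) is demethylated by KDM5BΔAP, 200 nM final, after 10 min compound exposure. Formaldehyde product is coupled through FDH (0.25 U/mL in mix) to NADH fluorescence; 30-min ΔRFU feeds dose-response curves.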
Starred values were filed as active, the others as inactive; ? = inconclusive; & = joins results of further samples; [ ] = remark or other dose. Potency is the fitted concentration of half-maximal effect. The list is partial (hit frequency here may not be typical).

SMILES	KDM5B inh
COc1ccccc1CC(=O)N1CCCC(CCC(=O)NCc2ccccc2F)C1 (stereo not drawn)	43.6%[activator]
CCOC(=O)N1CCC(c2nnc(CN3CCCCCC3)n2C)CC1	-24.7%
CC(=O)NCCc1nc2ccccc2n1Cc1cc(C)ccc1C	8.8%
COc1ccc(CN(C)C(=O)C2CC(=O)N(c3ccc4c(c3)OCCO4)C2)c(OC)c1 (stereo not drawn)	15.7%
Cc1[nH]c2ccccc2c1CCN(Cc1ccccn1)C(=S)NC(C)(C)C	26.6%
COc1ccc(NC(=O)CC2C(=O)N(c3ccc(C)cc3)C(=O)N2Cc2ccc(C)cc2)cc1 (stereo not drawn)	-5.3%
CCCCN(C(=O)c1cc(Cl)nc2ccccc12)c1c(N)n(CC(C)C)c(=O)[nH]c1=O	-28.6%
COc1ccc(S(=O)(=O)NCCO)c2ccccc12	?
O=S(Cc1ccccc1)Cc1ccc(F)cc1Cl (stereo not drawn)	8.1%
Cc1cccc(NC(=O)Cc2c(C)nc3nc(-c4cccs4)nn3c2C)c1	?
Cc1ccc(NC(=O)NC[C@H]2O[C@@H](CC(=O)N3CCN(c4ccccc4)CC3)[C@H](O)[C@@H]2O)cc1	42.7%[activator]
COc1ccccc1CC(=O)NC1CCN(C(=O)c2cc3c(=O)[nH]c(C)cn3n2)CC1	-25.4%
O=C(COc1ccccc1)N(Cc1cccnc1)c1nc2c(F)cc(F)cc2s1	6.4%&-15.1%
COc1ccc(-c2nc3scc(CCNS(=O)(=O)c4ccc(F)cc4C)n3n2)cc1	?
O=C(c1c2c(nc3ccccc13)C(=O)N(C1CCCCC1)C2)N1CCN(c2ccc(F)cc2)CC1	-10.5%

A different layout for part of the listing above:
| SMILES | KDM5B inh |
| --- | --- |
| COc1ccccc1CC(=O)N1CCCC(CCC(=O)NCc2ccccc2F)C1 (stereo not drawn) | 43.6%[activator] |
| CCCCN(C(=O)c1cc(Cl)nc2ccccc12)c1c(N)n(CC(C)C)c(=O)[nH]c1=O | -28.6% |

Later entries.
SMILES	KDM5B inh
O=C(Cn1c(=O)[nH]c2c(-c3ccccc3)c[nH]c2c1=O)NCc1ccc(F)cc1	1.8%
CC(C)c1ccc(S(=O)(=O)N2[C@@H]3CC[C@H]2CC(NC(=O)c2ccncc2)C3)cc1 (stereo partly drawn)	11.0%
CC(=O)Nc1cccc(-c2nnc(SCC(=O)c3cc([N+](=O)[O-])ccc3Cl)o2)c1	?
O=C(O)Cc1cc(C2CCN(Cc3cn(-c4ccccc4)nn3)CC2)n[nH]1	7.1%
Cc1ccc(C)c(NC(=O)N2C[C@H](c3nc(-c4ccncc4)no3)[C@@H](C)C2)c1	6.9%
Cc1ccc(-c2noc(CN(C(=O)c3cccs3)C3CCCCC3)n2)cc1	0.9%
O=C(N/N=C/CCc1ccccc1)C1CC1	?
O=C(O)c1ccc(F)c(F)c1F	19.9%
CN(C)[C@@H]1CN(C(=O)c2ccccc2)CC[C@]1(O)c1ccccc1	10.5%
O=C1NC2(CCN(C(=O)OCc3ccccc3)C2)N=C1c1cccnc1 (stereo not drawn)	14.1%
CCOc1ccc(S(=O)(=O)N2CCN(Cc3ccc4c(c3)OCO4)CC2)cc1OCC	-16.8%
Cc1ccccc1-c1noc(Cn2cnc3c2c(=O)n(C)c(=O)n3C)n1	8.2%
CCN(Cc1cc(=O)[nH]c2ccccc12)C(=O)c1ccc(C)cc1	?
O=C(Nc1ccc2c(c1)C(=O)c1ccccc1-2)c1ccc2c(c1)OCO2	2.4%
COc1cc(NC(=O)Cn2nc(Cc3ccncc3)c3ccccc3c2=O)cc(OC)c1OC	20.3%
Cc1ccc(S(=O)(=O)N2CCCCC2)cc1NC(=O)c1nn(C(C)C)c(=O)c2ccccc12	6.7%
Cc1ccc(CN2CCN(C3CCN(Cc4ccccn4)CC3)CC2CCO)o1 (stereo not drawn)	-25.6%
Brc1ccccc1N/N=C(/C=C/c1ccccc1)c1ccccc1	?
COc1ccc(-c2cc(C[C@@H]3CC[C@H](O)[C@@H](CNC4CCN(C(C)=O)CC4)O3)no2)cc1	41.8%
O=C(NCc1ccccc1)C1CCCN(C(=O)c2ccc3cc[nH]c3c2)C1 (stereo not drawn)	-4.6%
COc1ccc2c(CC(=O)Nc3ccc(C)cc3)coc2c1	-19.0%
C=CCNC(=S)/N=c1/ccccn1C	?
COc1ccc(NCc2ccco2)cc1	-11.0%
CCn1cc(S(=O)(=O)NCC2COc3ccccc3C2)c(C)n1 (stereo not drawn)	-0.4%
CCc1ccc(-n2c(C)nnc2SCc2nc(-c3ccc(OC)cc3)no2)cc1	-21.2%
COCc1nn2c3c(cnc2c1-c1ccccc1)C(=O)CC(c1ccc(OC)cc1OC)C3 (stereo not drawn)	0.1%
Cc1ccc(S(=O)(=O)N2CCC(CC(=O)NCc3ccccc3)C2)cc1C (stereo not drawn)	-11.0%
C=C(Br)CN1CCN(C(=O)CN2CCCC2)CC1	10.2%
Cn1cccc1C(=O)N1C[C@@H](Oc2ccccc2)C[C@H]1C(=O)N1CCOCC1	37.9%[activator]
O=C(C1CCc2ncc(-c3ccc(F)cc3)n2C1)N1CCOCC1 (stereo not drawn)	-17.1%

Looked up above.
Entry of Cc1ccc(S(=O)(=O)N2CCC(CC(=O)NCc3ccccc3)C2)cc1C (stereo not drawn) under KDM5B inh: -11.0%
Entry of COCc1nn2c3c(cnc2c1-c1ccccc1)C(=O)CC(c1ccc(OC)cc1OC)C3 (stereo not drawn) under KDM5B inh: 0.1%
Entry of Cc1ccc(S(=O)(=O)N2CCCCC2)cc1NC(=O)c1nn(C(C)C)c(=O)c2ccccc12 under KDM5B inh: 6.7%
Entry of COc1ccc(-c2cc(C[C@@H]3CC[C@H](O)[C@@H](CNC4CCN(C(C)=O)CC4)O3)no2)cc1 under KDM5B inh: 41.8%
Entry of COc1ccc2c(CC(=O)Nc3ccc(C)cc3)coc2c1 under KDM5B inh: -19.0%
Entry of Cn1cccc1C(=O)N1C[C@@H](Oc2ccccc2)C[C@H]1C(=O)N1CCOCC1 under KDM5B inh: 37.9%[activator]
Entry of O=C(NCc1ccccc1)C1CCCN(C(=O)c2ccc3cc[nH]c3c2)C1 (stereo not drawn) under KDM5B inh: -4.6%

Next section:
SMILES	KDM5B inh
CCCCCn1nc(C(=O)OCC(=O)N2c3ccccc3NC(=O)C2(C)C)c2ccccc2c1=O	6.1%
Cc1cccn2c(=O)c3cc(C(=O)NC(C)(C)C)n(C)c3nc12	?
Cc1cnc(-c2cccnc2)n1CC1CCNCC1	15.8%
Cc1ccc(C)c(Oc2ccc(CNC(=O)c3ccc4c(c3)NC(=O)CS4)cn2)c1	-26.9%
COC[C@@H]1CN(C(=O)Cc2ccc(OC)cc2)C[C@H]1c1nc(C)no1	14.4%
O=C(CCSCc1ccc(Cl)cc1)NCc1ccc(F)cc1Cl	-26.6%
CN1CCCN(C(=O)CCC[C@@H]2[C@H]3CCCN4CCC[C@@H](CN2Cc2ccccc2)[C@@H]34)CC1	-21.7%
CCOCc1nc(C2CCCN(C(=O)c3ccc(F)c(F)c3)C2)no1 (stereo not drawn)	2.4%
Clc1ccc(CN2CCN(c3ncnc4sc5c(c34)CCCC5)CC2)cc1Cl	6.8%
O=C(c1cc(=O)c2cc(Cl)ccc2o1)N(Cc1ccc(F)cc1)C1CCS(=O)(=O)C1 (stereo not drawn)	12.2%
CC(C)(C)c1cc(C(=O)NCc2ccc(F)cc2)nn2cccc12	-19.8%[149 µM]
COc1cc(NC(=O)Nc2ccc3nc(N4CCOCC4)cc(C)c3c2)cc(OC)c1OC	?
Cc1ccc(CN2CCC(CN(C)C(=O)c3ccc(C4CCCN4)s3)CC2)o1 (stereo not drawn)	1.1%
O=C(C1CC1)N(C1CCOCC1)C1CCN(S(=O)(=O)c2ccc(F)c(Cl)c2)CC1	-2.5%
Cc1ccccc1C1=NN(C(=O)CCC(=O)O)C(c2ccc3nccnc3c2)C1 (stereo not drawn)	13.7%
O=C1NCc2ccccc2CC12CCN(Cc1cc(O)ccc1[N+](=O)[O-])C2 (stereo not drawn)	?
COc1ccc(CNC(=O)CCc2c(C)nn(-c3ccc(N4CCOCC4)nn3)c2C)c(OC)c1	1.7%
CC(=O)Nc1ccc2c(c1)S(=O)(=O)N=C(CC(C)C)N2CC(C)C	2.8%
Cc1ccc(-n2ncc(-c3nn[nH]n3)c2N)cc1	9.8%
Cc1ccc(Cn2c(C3CCN(C(=O)c4ccc(F)c(Cl)c4)CC3)n[nH]c2=O)cc1	-9.6%
COCCN1C(=O)CS(=O)C12CCN(C(=O)Nc1ccc3c(c1)OCCO3)CC2 (stereo not drawn)	3.3%
COCc1cccc(-c2ccc3c(n2)c(=O)ncn3Cc2ccccc2)c1	?
c1ccc(Oc2nc(-c3ccncc3)nc3ccccc23)cc1	7.5%
COc1ccc(C(=O)NO)cc1	?
Cc1cc(=O)n(CC(=O)Nc2cccc(Cl)c2C)c(N2CCN(c3ccccc3)CC2)n1	8.7%
CN1C(=O)[C@@H]2C[C@@H](O)CN2C2(CN(Cc3ccc(F)cc3)C2)C1=O	-19.5%[86.2 µM]
CC(C)NC(=O)c1cccc2c1CCN2C(=O)C1CC1	-8.8%
CC1=C[C@@H](CN2CCN(c3ccccc3)CC2)[C@H](C(C)C)C[C@H]1Cc1nnc(-c2cncn2C)o1	-19.9%
CCCCn1nc(C(=O)Nc2ccc(OCC#N)cc2)c2ccccc2c1=O	11.2%
CCCCNC(=O)C(C#N)c1nc2ccccc2nc1OC(C)C (stereo not drawn)	?

Three records picked at random from the list so far:
SMILES	KDM5B inh
CCCCNC(=O)C(C#N)c1nc2ccccc2nc1OC(C)C (stereo not drawn)	?
CC(=O)Nc1ccc2c(c1)S(=O)(=O)N=C(CC(C)C)N2CC(C)C	2.8%
c1ccc(Oc2nc(-c3ccncc3)nc3ccccc23)cc1	7.5%

Following part.
SMILES	KDM5B inh
O=C(CSc1nc2ccc(NC(=O)C3CCCCC3)cc2s1)Nc1ccc(Cl)cc1	7.4%
CC(C)CC(=O)NCCc1noc(-c2ccncc2)n1	19.9%
CC(C)Cn1cnc2c1c(=O)n(CC(=O)Nc1ccc(C#N)cc1)c(=O)n2Cc1ccccc1	-14.9%
O=C(Nc1ccc(C(=O)OCc2cc(=O)n3c4c(sc3n2)CCCC4)cc1)c1cccc(F)c1	-6.9%
CCC(=O)N1CCc2cc(S(=O)(=O)NC(CC(C)C)C(=O)NCCc3ccccc3)ccc21 (stereo not drawn)	-2.9%
CC1CCCCN1C(=O)Cn1c(SCC(=O)N(C)c2ccccc2)nc2ccccc21 (stereo not drawn)	-8.5%
Cc1c(C(=O)N(Cc2ccc(N(C)C)cc2)C2CCS(=O)(=O)C2)oc2ccccc12 (stereo not drawn)	?
Cc1ccc(Nc2nc3ccccc3nc2NS(=O)(=O)c2ccc3c(c2)OCCO3)cc1	-1.7%
Cc1ccccc1N1CCN(C(=O)c2ccc(Cn3ccn4nc5c(c4c3=O)CCCC5)cc2)CC1	?
COc1cccc(CN(C)C(=O)CN2C(=O)NC(c3ccccc3)(c3ccccc3)C2=O)c1	-3.1%
CC(C)=CCc1c(O)cc2c(c1O)C(=O)C[C@@H](c1ccccc1)O2	-25.1%
COc1ccc(Cc2nc3c4c(C)c(C)n(C5CCCCC5)c4ncn3n2)cc1OC	4.9%
N#Cc1cccc(CN2CC[C@H]3C(=O)NCCCCCCN(Cc4ccncc4)[C@@H]3C2)c1	?
Cc1ccc(-c2nnc(Nc3cccc(C(F)(F)F)c3)c3ccccc23)cc1S(=O)(=O)N1CCOCC1	?
COc1cc(C(=O)N2CCN(S(=O)(=O)c3cc(C)ccc3C)CC2)ccc1OCC(=O)N1CCOCC1	25.6%
Cc1ccc(NC(=O)N2CCCC(Cn3c(C)nc4cccnc43)C2)cc1F (stereo not drawn)	21.5%
CC(=O)Nc1ccc(NC(=O)CSc2nnc(-c3ccccc3Cl)n2Cc2ccco2)cc1	-27.8%
CC(=O)N[C@H]1CCN(C(=O)C[C@@H]2[C@H](O)CCC3[C@](C)(CO)[C@H](OC(=O)Nc4cccc(F)c4)CC[C@]32C)C1 (stereo partly drawn)	12.0%
CC(=O)NCCNC(=O)c1cc2ccc(F)cc2nc1C	14.9%
O=C(O)c1cccc(-c2ncccn2)c1	-6.2%[230 µM]
Cn1cccc1C(=O)C(=O)N1CCC(O)(CN2CCOCC2)C(C)(C)C1 (stereo not drawn)	16.4%
COCCNC(=S)NNC(=O)c1cc(C)nc2ccccc12	12.0%
CCC(=O)N1CCc2cc(Br)cc(S(=O)(=O)CCC(=O)NCc3cccc(OC)c3)c21	-13.9%
Cc1ccc(Cn2c(=O)n(Cc3nc(-c4ccccc4)no3)c(=O)c3cc4c(cc32)OCO4)cc1	-17.4%
COc1cc(Cl)ccc1-c1ccc(COc2ccc3c(cnn3CCC(=O)O)c2)cc1	?
Cc1cc(C(=O)OCC(=O)c2cccc3ccccc23)c2ccccc2n1	11.8%
COc1ccccc1Oc1c(C)oc2cc(OC(C)=O)ccc2c1=O	37.8%
COc1ccccc1CNC(=O)C1CCCN(Cc2cccnc2)CCC(=O)NCC1 (stereo not drawn)	0.2%
CC(C)c1ccc(C(=O)NCc2ccnc3[nH]ccc23)cc1	?
O=C(NNC(=O)C1CC1c1ccccc1)NC1CCCCC1 (stereo not drawn)	14.3%
O=C(O)CCCCCCCCC#CC#CCCCC[n+]1ccccc1	-2.2%
CCc1nc2ccccc2n1CC(O)c1ccc(F)cc1 (stereo not drawn)	27.2%
COc1ccc(-c2cc3c(=O)n(CCNC(=O)c4ccc(F)cc4)ccn3n2)cc1	?
C/C(=N\OC(=O)c1ccc(F)cc1)c1ccc(C)cc1	3.1%
O=C(NCc1ccc(F)cc1F)c1ccc(N2CC3CC(C2)[C@H]2CCCC(=O)N2C3)nc1 (stereo partly drawn)	?
CCCCC(CC)C(=O)Nc1cccc2ccccc12 (stereo not drawn)	20.8%
